Compound activity: PubChem, several laboratories
CHT allo act = allosterically activates the human high affinity choline transporter; Q9GZV3; CHT-expressing cells, membrane potential dye, choline EC20; stronger effect = higher value; LV-AA mutant CHT in HEK293 cells; B-score at 10 µM; actives 0.49% (n = 310,000);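 active = initial fluorescence not abnormally high and integrated response B-score, plate-corrected, over 3 SD above library mean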
Target sequence (Q9GZV3 whole entry, looked up): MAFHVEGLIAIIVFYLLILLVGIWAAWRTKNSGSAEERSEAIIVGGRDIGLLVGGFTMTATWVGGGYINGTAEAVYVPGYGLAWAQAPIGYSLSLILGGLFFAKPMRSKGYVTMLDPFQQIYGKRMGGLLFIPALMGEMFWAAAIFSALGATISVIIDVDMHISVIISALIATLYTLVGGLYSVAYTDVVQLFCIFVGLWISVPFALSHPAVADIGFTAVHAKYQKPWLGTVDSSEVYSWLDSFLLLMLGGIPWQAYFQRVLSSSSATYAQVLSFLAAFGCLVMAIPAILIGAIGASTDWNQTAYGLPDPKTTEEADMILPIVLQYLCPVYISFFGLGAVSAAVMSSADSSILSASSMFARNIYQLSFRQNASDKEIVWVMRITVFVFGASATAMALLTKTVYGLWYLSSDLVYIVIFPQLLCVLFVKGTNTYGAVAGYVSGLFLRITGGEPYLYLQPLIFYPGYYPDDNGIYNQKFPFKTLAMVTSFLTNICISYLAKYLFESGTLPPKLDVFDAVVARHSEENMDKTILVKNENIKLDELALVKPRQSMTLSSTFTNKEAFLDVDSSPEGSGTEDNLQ
OX1R antag = blocks the human orexin 1 receptor | CHO/OX1R cells, Fluo-8 calcium fluorescence, orexin A | inhibition, % at 5 µM | O43613 | actives 0.43% (n = 330,000);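 active = inhibition above its plate's threshold, mean inhibition of all tested compounds on the plate plus 3 SD, cut at about 37% in these data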;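 note: 0% = orexin A challenge wells and 100% = SB-334867-A antagonist wells; not every result past the cut was called active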
Target sequence (O43613 whole entry, looked up): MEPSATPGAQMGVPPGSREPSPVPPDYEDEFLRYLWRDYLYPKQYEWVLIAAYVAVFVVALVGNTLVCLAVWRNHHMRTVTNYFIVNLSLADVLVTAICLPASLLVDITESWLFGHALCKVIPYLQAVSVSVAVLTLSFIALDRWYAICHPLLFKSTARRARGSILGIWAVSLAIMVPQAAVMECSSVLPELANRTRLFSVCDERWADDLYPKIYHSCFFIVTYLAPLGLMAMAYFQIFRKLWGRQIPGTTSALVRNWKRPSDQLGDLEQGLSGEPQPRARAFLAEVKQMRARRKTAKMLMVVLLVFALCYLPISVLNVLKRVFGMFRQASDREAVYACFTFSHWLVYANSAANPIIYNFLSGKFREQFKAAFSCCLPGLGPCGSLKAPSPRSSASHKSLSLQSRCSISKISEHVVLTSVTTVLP
Starred values were filed as active, the others as inactive; i = inactive; . = no result given. Rows are unselected (roughly 0.83% active in at least one column).

SMILES	CHT allo act	OX1R antag
CC(=O)c1cccc(NC(=O)CC2S/C(=N/N=C3CCCCCC3)NC2=O)c1 (stereo not drawn)	i	-26
Oc1ccccc1CNCCCN1CCOCC1	i	-7
c1ccc(CNc2c(-c3cccc(SC4CCCCC4)c3)nc3ccccn23)cc1	.	73*
Cc1ccc(CSCCNS(=O)(=O)c2ccccc2)cc1	i	-28
O=C1NCCOC(=O)[C@@H](Cc2ccc(F)cc2)CC/C=C/C[C@@H]1CC(=O)N(CCO)Cc1ccccc1	.	-10
COc1ccc(C(=O)NCC(=O)OCCCOC(=O)CNC(=O)c2ccc(OC)c(OC)c2)cc1OC	i	6
COCCn1c(-c2ccccc2Cl)nc2c(c(=O)c3ccccc3n2C)c1=O	i	-28
COc1cccc(C(=O)NC2CCN(CC(=O)NCc3ccccc3OC)CC2)c1	i	-23
O=C(CC(c1ccccc1)c1ccccc1O)NCCc1ccccc1 (stereo not drawn)	i	-11
c1csc(-c2noc(CN3CCOCC3)n2)c1	i	-12
O=C1CN2NC(=S)N(c3ccccc3)C2=CN1c1ccc(Cl)cc1	i	-13
C=CCN1C=C2C(=O)C(C)(OC(=O)c3cccs3)C(=O)C=C2C=C1CCCC(=O)OC (stereo not drawn)	i	10
Cc1ccc(NC(=S)N(CCCN2CCOCC2)Cc2ccccn2)cc1	i	-12
Cc1cccc(NC(=O)CSc2nnc(CNC(=O)c3cccs3)o2)c1C	i	-6
CCOC(=O)/C(C#N)=C/c1ccc(N2CCN(C)CC2)cc1	i	6
CCOC(=O)c1ccccc1-c1csc(NS(=O)(=O)c2ccc(Cl)cc2)n1	i	-3
OC(COCC1COc2ccccc2O1)CN1CCN(c2ccccn2)CC1 (stereo not drawn)	i	-33
Cc1cc(C)nc(SCc2nnc(SCC(=O)Nc3nc(-c4ccccc4)cs3)n2C)n1	i	-34
Cc1ccc(N(C)S(=O)(=O)c2cccc(C(=O)NNC(=O)c3ccncc3)c2)cc1	.	-3
COc1ccc(-c2[nH]ncc2CN2CCCC(C(=O)c3ccc(OC)cc3OC)C2)cc1 (stereo not drawn)	i	-37
N/C(=N\OC(=O)Nc1ccc(Cl)cc1)c1ncc(C(F)(F)F)cc1Cl	i	13
C[C@]12c3[nH]c4ccc(Cl)cc4c3CCN1C(=O)[C@@H](CC(=O)NCCCn1ccnc1)C[C@@H]2C(=O)N1CCOCC1	.	-3
CCN(C[C@H]1N[C@@](CC)(C(=O)OC)[C@H]2C(=O)N(C)C(=O)[C@@H]12)C(=O)c1ccccc1	.	-8
CCN(c1cccc(C)c1)S(=O)(=O)c1nnc(NC(=O)c2ccco2)s1	i	-13
COc1ccc(C)cc1S(=O)(=O)Nc1cccc(-c2cn3cccnc3n2)c1	i	-9

(next part)
SMILES	CHT allo act	OX1R antag
Cc1cc(=O)oc(C)c1C(=O)NCCCN1C(C)CCCC1C (stereo not drawn)	i	-9
O=C(NCc1ccco1)c1ccccc1-c1ccccc1	i	-10
CC(C)N(Cc1ccccc1)C(=O)Cn1c(=O)cnc2ccccc21	i	-11
CC(Sc1nnc(Cc2ccccc2)o1)C(=O)Nc1ccccc1[N+](=O)[O-] (stereo not drawn)	.	-27
COc1cc(NC(=O)CN2C(=O)CN(C)C2=O)c(C)cc1[N+](=O)[O-]	i	0
COc1cccc(CN(C)CC(=O)NC(=O)NCc2ccccc2)c1	i	-21
COc1cc(C)nc(NS(=O)(=O)c2ccccc2Cl)n1	i	3
Cc1ccc(OCc2ccc(C(=O)NNC(=S)NCC3CCCO3)o2)c([N+](=O)[O-])c1 (stereo not drawn)	i	-22
O=C(COC(=O)c1cccc(N2C(=O)c3ccccc3C2=O)c1)Nc1ccccc1	i	-14
CCN(CC)C(=O)COCc1cc(-c2ccc3c(c2)OCO3)on1	i	-24
CCCOc1ccc(Cn2c(=O)oc3ccc(C)cc32)cc1	i	-13
CCOC(=O)c1c(NC(=O)CNCCOC)sc2c1CCCC2	i	-25
Cc1ccc(CNC(=O)C(=O)c2cn(CC(=O)N3CCCC3)c3ccccc23)cc1	i	-30
O=S(=O)(N1CCCCC1)N1CCN(CC(O)COc2ccc3cc(Br)ccc3c2)CC1 (stereo not drawn)	i	-6
CC(OC(=O)/C=C/c1ccc(Br)cc1)C(=O)N1CCOCC1 (stereo not drawn)	i	-14
CCOC(=O)CN1C(=O)C(O)(CC(=O)c2ccco2)c2ccccc21 (stereo not drawn)	i	2
O=C1CC(=O)N(c2ccccc2)N1c1ccccc1	i	-9
O=C(Nc1ccc(Cl)cc1)NC1CCCC1Cc1ccco1 (stereo not drawn)	i	1
O=C(O/N=C/C1=C(Cl)c2ccccc2CC1)c1ccc(F)cc1	i	-14
CCOC(=O)c1c(C)n(C)c2cc(Br)c(C)cc12	i	-28
CCOC(=O)C1=C(C)NC(=O)NC1c1cc2c(cc1Br)OCO2 (stereo not drawn)	i	-24
CC(=O)c1c(C)oc2ccc(N(C(C)=O)S(=O)(=O)c3ccc(Br)cc3)cc12	i	-37
COc1cccc(CN(C)C(=O)C2CC(=O)N(c3ccc4c(c3)OCCO4)C2)c1 (stereo not drawn)	i	-23
COc1cc(C(=O)OCC(=O)N2CCCC2)cc2c1OCCO2	.	-5
Cc1cc(C(=O)CN2C(=O)NC3(CCCc4ccccc43)C2=O)c(C)n1C (stereo not drawn)	i	-25

(cont.)
SMILES	CHT allo act	OX1R antag
Cc1ccccc1Nc1nc(N)nc(-c2oc3ccccc3c2C)n1	i	-39
Cc1ccc(-c2nc(CN(Cc3c(C)nn(C)c3C)C(C)C)c(C)o2)o1	i	-16
N#CC1=C(S)N(c2ccc(F)cc2)C(c2ccco2)NC1=O (stereo not drawn)	i	3
COc1ccc(-n2nnc3c(SCC(=O)Nc4ccccc4F)ncnc32)cc1	i	-8
CN(C)S(=O)(=O)c1ccc(Cl)c(NC(=O)CSc2nc3ccccc3c(=O)n2CCCN2CCOCC2)c1	i	-13
Cc1ccc(C(=O)C(C)OC(=O)CCS(=O)(=O)c2ccc(C)cc2)cc1 (stereo not drawn)	.	-22
Cc1cccc(-n2ncc3c(=O)[nH]c(SCC(=O)N4CC(=O)Nc5ccccc54)nc32)c1	.	2
Cc1ccc(-c2nc(N3CCOCC3)sc2C(=O)N2CCCCC2)cc1	i	-9
Cc1ccc(S(=O)(=O)CCC(=O)OCC(=O)Nc2cc(S(=O)(=O)N3CCOCC3)ccc2C)cc1	i	-22
O=C(CSc1nnnn1C1CCCCC1)N1CCCC1	i	-13
O=C(COC(=O)c1cc(=O)[nH]c2ccccc12)NCc1ccccc1	.	5
Cc1ccc(C2N(c3cccc(Cl)c3)C(=O)N3CCCN23)cc1 (stereo not drawn)	i	-29
COc1cccc(C2N=C(c3ccccc3C)NO2)c1OC (stereo not drawn)	i	5
COC(=O)c1c(C)oc(C)c1S(=O)(=O)N(C)C1CCCCC1	i	-29
O=C(Nc1cccc(F)c1)c1coc(=O)c(Br)c1	i	-5
Cn1c(=O)[nH]c(=O)c2c1nc([N+](=O)[O-])n2Cc1ccccc1	i	4
CC(=O)Oc1ccc(/C=N/NC(=O)c2ccc(N(C)S(=O)(=O)c3ccccc3)cc2)cc1	i	-7
Cc1c(C(=O)N2CCN(c3ccc([N+](=O)[O-])cc3)CC2)sc2ncn(CC(=O)N3CCOCC3)c(=O)c12	i	-12
O=C(Oc1cccc(C(=S)N2CCOCC2)c1)c1ccc([N+](=O)[O-])cc1[N+](=O)[O-]	i	-9
O=C(NCSc1ccncn1)c1ccccc1	i	0
CCCCNC(=S)NNC(=O)c1ccncc1	i	-14
CN(/N=C/c1ccc(N(C)C)cc1)C1=NS(=O)(=O)c2ccccc21	i	-12
CCOC(=O)c1cc2sc(C)cc2n1CC(=O)N1CCc2ccccc21	i	-17
CSCCC(NC(=O)COc1ccccc1)C(=O)N(C)Cc1ccc(SC)cc1 (stereo not drawn)	.	-3
O=C(Cn1cc([N+](=O)[O-])cn1)N1CCN(Cc2ccc3c(c2)OCO3)CC1	i	-11

Remaining list, next part
SMILES	CHT allo act	OX1R antag
CC(Sc1ncnc2sccc12)C(=O)Nc1ccc(S(N)(=O)=O)cc1 (stereo not drawn)	.	2
CCNS(=O)(=O)c1ccc(OC)c(C(=O)NC2CCCCC2)c1	i	9
Cc1cc([N+](=O)[O-])nn1CC(=O)Nc1ccc(Cc2ccncc2)cc1	i	8
CSc1ccc(C2C(C#N)=C(N)N(c3ccccc3)C3=C2C(=O)CCC3)cc1 (stereo not drawn)	i	-10
Cc1ccc(C(=O)NN=C2CCCCCC2)s1	i	-9
COc1cc(OC)cc(C(=O)OCC(=O)c2cc(C)n(CC3CCCO3)c2C)c1 (stereo not drawn)	.	23
CCn1nnnc1SCCSc1nnnn1CC	i	-14
COc1ccccc1OCC(=O)NCCSCc1ccc(Cl)cc1	i	-19
COC(=O)c1cccn(CC(=O)c2ccc(Cl)cc2)c1=O	i	-1
CCOc1ccc(C=NNc2ccc(S(=O)(=O)Nc3ccccc3C(=O)O)cc2[N+](=O)[O-])cc1OC	.	16
CC(Nc1nc(-c2ccc(F)cc2)cs1)c1nc2cc(C(F)(F)F)ccc2n1CCOCCO (stereo not drawn)	i	-23
CC(NC(=O)c1ccc(S(=O)(=O)C(F)F)cc1)c1ccccc1 (stereo not drawn)	i	-8
CCOC(=O)C(C(=O)OCC)=C1OC(=O)c2ccccc21	i	-13
O=C1Nc2ccccc2/C1=C/c1cnc(-c2ccccc2)[nH]1	i	-2
Cc1cc2oc(C(=O)N(Cc3ccco3)C3CCS(=O)(=O)C3)cc(=O)c2cc1Cl (stereo not drawn)	i	-26
Cc1cc([N+](=O)[O-])nn1CC(=O)N1N=C(C(F)F)CC1(O)C(F)F (stereo not drawn)	i	1
Cc1ccc(S(=O)(=O)NCCc2ccncc2)cc1C	i	-11
Cc1ccc2sc(NNC(=O)C3COc4ccccc4O3)nc2c1C (stereo not drawn)	i	-26
CC(C)CCNC(=O)Cc1ccccc1[N+](=O)[O-]	i	-11
Cc1ccc(/C=C/C(=O)Nc2ccc(S(=O)(=O)Nc3onc(C)c3C)cc2)cc1	i	-5
CCCC(=O)Nc1nc(-c2ccc3c(c2)CCN3S(C)(=O)=O)cs1	i	-18
O=C(CSc1nc(-c2ccc(F)cc2)cc(C(F)(F)F)n1)NCCN1CCOCC1	i	-31
CCN(CC)C(=O)CCC(=O)Nc1ccc(C(=O)OC)cc1	i	-16
O=C(O)C1C2C=CC3(CN(c4cccc(C(F)(F)F)c4)C(=O)C13)O2 (stereo not drawn)	i	-15
O=C1C2C3CCC(C3)C2C(=O)N1CNc1ccc(F)cc1 (stereo not drawn)	i	-7

Remaining list, next part:
SMILES	CHT allo act	OX1R antag
Cc1csc(SCC(=O)Nc2ccc(F)cc2Cl)n1	.	-17
Cc1nc2c(=O)n(C)c(=O)[nH]c2n1Cc1ccccc1	i	-4
C=CCN1C(=O)c2ccccc2Sc2ccc(C(=O)NC(C)C)cc21	i	-48
Cc1cccc(N(CC(=O)NC2CCCC2)C(=O)CS(=O)CC(=O)Nc2ccc3c(c2)OCO3)c1C (stereo not drawn)	i	-24
CC(C)c1ccc(OCCCN2CCCC2)cc1	i	-8
Cc1nc2cc(C(F)(F)F)ccc2n1C1CCN(CC(=O)N2CCCC2)CC1	i	-26
CCC(C)N(C(=O)COC(=O)c1[nH]c(C)c(C(C)=O)c1C)C1CCS(=O)(=O)C1 (stereo not drawn)	i	-10
CC(=O)c1c(N2CCOCC2)nc(=S)n(-c2cc(C)ccc2C)c1C	i	-25
O=C(Nc1ccc2c(c1)OCCO2)c1ccc(Br)o1	i	-22
CC1(C)C(=O)Nc2ccccc2N1C(=O)COC(=O)c1cccnc1Cl	.	-4
CC(C)NC(=O)Nc1ccc2c(c1)C(=O)N([C@H](C)CO)C[C@H](C)[C@@H](CN(C)C(=O)Nc1ccccc1)O2	.	5
O=C1N[C@@H](Cc2cn(S(=O)(=O)c3ccc([N+](=O)[O-])cc3)c3ccccc23)C(=O)N[C@H]1Cc1ccccc1	i	-22
CC(Nc1nc(N2CCCCC2)nc2ccccc12)c1ccccc1 (stereo not drawn)	i	-25
Nc1cccc2c1C(=O)N(C(=O)c1ccc(Cl)c(S(=O)(=O)N3CCCCCC3)c1)C2=O	i	-28
C=CCOc1c(Br)cc(CNc2ccc(NC(=O)C(C)C)c(OC)c2)cc1OC	i	-19
O=C(NCCC1=CCCCC1)NC12CC3CC(CC(C3)C1)C2	i	-22
CC(=O)c1cccc(N(CC(=O)Nc2ccc(S(=O)(=O)N3CCOCC3)cc2)S(C)(=O)=O)c1	i	1
CC(C)(C)C(=O)C[n+]1cccc(C(N)=O)c1	i	-6
